DDE Tn7 FP inh – inhibitors of Tn7 peptide binding to fibrin DD(E), primary screen, biochemical, fluorescence polarization, human fibrin, Tn7 probe | Fibrinogen beta chain (Homo sapiens), P02675 | FP displacement of FITC-Tn7 peptide from fibrin DD(E); 0% = median of compound wells per plate | inhibition, % at 8.3 µM | 370,000 compounds, 0.13% hits | AID 720508, 2013;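 active = inhibition above the mean of compounds falling within the control limits plus 3 SD of them, cut at about 14% in these data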;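 also: 0% = plate median of compound wells and 100% = 10 µM Aha-Tn7 peptide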
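System: human fibrin DD(E); quantity: Fibrin-DD(E) at 2 µM final; also added: fluorescent Tn7 probe at 0.1 µM; compound dosing: single nominal test concentration of 8.3 µM per compound; schedule: 10 min preincubation, 3 h with tracer, room temperature; detection: fluorescence polarization of the labelled Tn7 tracer; repeats: one replicate per compound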
KLK7 zymogen act – proKLK7 zymogen activators, primary screen, biochemical, fluorescence intensity; 370,000 compounds, 0.9% hits; purified proKLK7, EDANS-DABCYL substrate fluorescence; 100% is mature enzyme control, 0% vehicle; AID 652039, 2013; Kallikrein-7 (Homo sapiens), P49862; activation, % at 7 µM;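 active = activation above the mean of all tested compounds plus 3 SD, computed per campaign excluding outliers beyond control limits, cut at about 13% in these data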
Target sequence (P49862 whole entry, looked up): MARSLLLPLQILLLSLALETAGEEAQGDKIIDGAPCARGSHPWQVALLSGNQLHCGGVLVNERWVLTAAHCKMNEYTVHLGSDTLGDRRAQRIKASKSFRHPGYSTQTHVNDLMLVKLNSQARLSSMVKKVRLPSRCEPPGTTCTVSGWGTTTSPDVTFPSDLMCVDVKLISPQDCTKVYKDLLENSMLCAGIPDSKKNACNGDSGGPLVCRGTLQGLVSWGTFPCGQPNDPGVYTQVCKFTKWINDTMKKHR
PRMT1 inh – PRMT1 methyltransferase inhibitors, primary screen, biochemical, fluorescence polarization; recombinant PRMT1, activity-based probe fluorescence polarization; Protein arginine N-methyltransferase 1 (Homo sapiens), Q99873; AID 652257, 2013; 370,000 compounds, 1.3% hits; inhibition, % at 2.79 µM;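 active = inhibition above about 21% made by adding two undisclosed values, limit read from the data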
SIAE primary – human SIAE inhibitors, primary screen, biochemical, fluorescence polarization, FP-Rh probe, 1536-well HTS. inhibition, % at 9.66 µM. AID 1053197, 2014. Sialate O-acetylesterase (Homo sapiens), Q9HAT2. 370,000 compounds, 0.69% hits. SIAE FP-Rh probe binding;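 active = inhibition above a cutoff: mean of compounds within the control limits plus 3 SD of those, cut at about 17% in these data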;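 also: 0% = plate median of compound wells and 100% = probe without SIAE protein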
Target sequence (Q9HAT2 whole entry, looked up): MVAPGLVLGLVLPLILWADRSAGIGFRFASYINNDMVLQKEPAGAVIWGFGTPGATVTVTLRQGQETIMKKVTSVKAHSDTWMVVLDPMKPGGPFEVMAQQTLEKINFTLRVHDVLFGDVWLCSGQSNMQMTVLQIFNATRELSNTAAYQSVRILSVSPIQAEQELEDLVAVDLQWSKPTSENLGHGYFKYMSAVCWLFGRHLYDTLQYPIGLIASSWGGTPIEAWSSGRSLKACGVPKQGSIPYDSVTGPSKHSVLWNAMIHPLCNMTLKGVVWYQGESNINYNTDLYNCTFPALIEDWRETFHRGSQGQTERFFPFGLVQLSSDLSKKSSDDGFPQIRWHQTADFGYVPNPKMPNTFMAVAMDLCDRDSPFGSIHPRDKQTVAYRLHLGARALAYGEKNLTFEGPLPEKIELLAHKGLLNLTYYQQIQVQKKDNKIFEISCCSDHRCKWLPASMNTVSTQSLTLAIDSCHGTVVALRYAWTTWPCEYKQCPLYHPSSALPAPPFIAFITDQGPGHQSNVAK
MBD2 inh – inhibitors of MBD2 binding to methylated DNA, primary screen, biochemical, TR-FRET, DNA-binding domain, human; AID 686964, 2013; MBD2 binding to methylated oligonucleotide; inhibition, % at 4.4 µM; 370,000 compounds, 0.31% hits; in the data active = inhibition above about 13%
TCR-CD3 inh – inhibitors of human TCR-CD3 interaction, primary screen, biochemical, fluorescence, TAMRA-labeled TCR probe. inhibition, % at 9.4 µM. 360,000 compounds, 0.37% hits; in the data active = inhibition above about 19%;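 also: recombinant mutant TCR 2C K166C tagged with TAMRA read by polarization; 0% = receptor in buffer alone and 100% = receptor with positive control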
UHRF1 binding – UHRF1 methylated DNA binding inhibitors, primary screen, counter-screen for MBD2 inhibitor project, biochemical, TR-FRET, human UHRF1, single concentration. E3 ubiquitin-protein ligase UHRF1 (Homo sapiens), Q96T88. UHRF1 binding to methylated oligo. inhibition, % at 4.4 µM. 370,000 compounds, 0.75% hits; in the data active = inhibition above about 21%;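 also: UHRF1 SRA domain binding a hemimethylated CpG hairpin DNA probe; 0% = median of test compound wells and 100% = reference inhibitor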
LEDGF integ inh – blockers of LEDGF/p75-dependent integrase strand transfer – biochemical, TR-FRET, high throughput, primary screen. HIV-1 integrase (with human LEDGF/p75). TR-FRET IN-LEDGF/p75 DNA integration, Eu/Cy5. inhibition, % at 3.7 µM. 370,000 compounds, 0.64% hits. AID 743269, 2014;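 active = inhibition above the screen-wide mean plus 3 SD, cut at about 13% in these data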;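 also: signal is the Cy5 over europium emission ratio at 671 and 618 nm; 0% = plate median of compound wells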
TDP2 absorb – human TDP2 enzyme inhibitors, primary screen, biochemical, epi absorbance, recombinant enzyme; Tyrosyl-DNA phosphodiesterase 2 (Homo sapiens), O95551; T5PNP hydrolysis, p-nitrophenol absorbance 415 nm; inhibition, % at 12.8 µM; 370,000 compounds, 0.34% hits; AID 720702, 2013;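 active = inhibition above the mean of all tested compounds plus 3 SD, set per campaign, cut at about 25% in these data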;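 also: 0% = DMSO with enzyme and 100% = buffer with substrate but no TDP2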
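Material: recombinant human TDP2; quantity: TDP2 enzyme at 120 nM final; medium: Tris-HCl pH 7.5 with MgCl2; compound: single concentration, 12.8 µM nominal, with 1% DMSO; incubation: 2 h enzyme incubation at 37 °C; signal: epi absorbance; measure: percent inhibition; benchmarks: high control without enzyme, low control DMSO plus TDP2; repeats: singlicate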
Tn6 DDE FP – inhibitors of Tn6 peptide binding to fibrin DD(E), primary screen, biochemical, fluorescence polarization, human fibrin, Tn6 probe; AID 720509, 2013; inhibition, % at 8.3 µM; 370,000 compounds, 0.21% hits; Fibrinogen beta chain (Homo sapiens), P02675; Fibrin DD(E) TRITC-Tn6 fluorescence polarization displacement;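 active = inhibition above a per-campaign cutoff: mean of compounds within control limits plus 3 SD, cut at about 15% in these data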;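 also: 0% = median of all compound wells on the plate and 100% = blocking peptide control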
Numbers without * were called inactive.

CCN(c1cccc(C)c1)S(=O)(=O)c1ccc2c(c1)oc(=O)n2C was read as DDE Tn7 FP inh -7, KLK7 zymogen act 0.6, PRMT1 inh -2, SIAE primary 1, MBD2 inh -1, TCR-CD3 inh -1, UHRF1 binding 2, LEDGF integ inh 2, TDP2 absorb -1 and Tn6 DDE FP -2.
Screening COc1ccc(/C=N/Nc2cc(C)nc3ccc(OC)cc23)c(OC)c1 returned DDE Tn7 FP inh 0, KLK7 zymogen act -1.7, PRMT1 inh -4, SIAE primary 10, MBD2 inh 3, TCR-CD3 inh -5, UHRF1 binding -4, LEDGF integ inh -3, TDP2 absorb -3 and Tn6 DDE FP -13.
CC1(C(=O)NS(=O)(=O)c2cccc(Cl)c2)CCN1C(=O)C1CC1 (stereo not given) was read as DDE Tn7 FP inh -6, KLK7 zymogen act 0.3, PRMT1 inh 1, SIAE primary -3, MBD2 inh -4, TCR-CD3 inh 14, UHRF1 binding 2, LEDGF integ inh 1, TDP2 absorb -2 and Tn6 DDE FP -2.
CCOC(=O)c1sc(C)c(C(=O)NCC(C)(C)CN(C)C)c1N was read as DDE Tn7 FP inh 4, KLK7 zymogen act 5.2, PRMT1 inh -3, SIAE primary 7, MBD2 inh -2, TCR-CD3 inh -2, UHRF1 binding 1, LEDGF integ inh 3, TDP2 absorb -4 and Tn6 DDE FP 4.
For CCOc1ccc(C2CC(c3cccc(OC)c3OC)n3nnnc3N2)cc1Cl (stereo not given) the results were DDE Tn7 FP inh 4, KLK7 zymogen act -0.1, PRMT1 inh 1, SIAE primary 2, MBD2 inh 1, TCR-CD3 inh 0, UHRF1 binding 2, LEDGF integ inh 0, TDP2 absorb -2 and Tn6 DDE FP -8.
CC(=O)Nc1cccc(/C(C)=N/NC(=O)c2ccccc2Cl)c1 was read as DDE Tn7 FP inh 4, KLK7 zymogen act 0.4, PRMT1 inh -1, SIAE primary 3, MBD2 inh 6, TCR-CD3 inh 2, UHRF1 binding -1, LEDGF integ inh 0, TDP2 absorb 4 and Tn6 DDE FP 1.
O=C(Nc1nnc([C@@H]2O[C@H](CO)[C@@H](O)[C@H]2O)s1)Nc1cccc2c1CCCC2 was read as DDE Tn7 FP inh 0, KLK7 zymogen act 0.2, PRMT1 inh 2, SIAE primary 12, MBD2 inh 0, TCR-CD3 inh -7, UHRF1 binding 0, LEDGF integ inh -1, TDP2 absorb 9 and Tn6 DDE FP 2.
COCCNC(=S)N(C)[C@H]1C[C@H]2c3[nH]c4ccccc4c3CCN2C(=O)[C@H]1[C@H](C)O was read as DDE Tn7 FP inh -4, KLK7 zymogen act 51*, PRMT1 inh 5, SIAE primary 4, MBD2 inh -4, TCR-CD3 inh -3, UHRF1 binding 3, LEDGF integ inh 2, TDP2 absorb -10 and Tn6 DDE FP -7.
COc1ccc(C(=O)OCC(=O)N(Cc2ccccc2)Cc2ccccc2)c(O)c1 was read as DDE Tn7 FP inh -6, KLK7 zymogen act -0.3, PRMT1 inh 0, SIAE primary -10, MBD2 inh 1, TCR-CD3 inh 2, UHRF1 binding -1, LEDGF integ inh 1, TDP2 absorb -6 and Tn6 DDE FP 2.
Screening CC1=C(C(=O)Nc2ccc(C)cc2C)C(c2cccc([N+](=O)[O-])c2)n2nc(C(=O)OC(C)C)nc2N1 (stereo not given) returned DDE Tn7 FP inh 3, KLK7 zymogen act 0.3, PRMT1 inh 1, SIAE primary -4, MBD2 inh -6, TCR-CD3 inh 6, UHRF1 binding -1, LEDGF integ inh 1, TDP2 absorb 2 and Tn6 DDE FP 7.
Screening Cc1ccc(NC(=O)CCC(=O)NNC(=O)C(C)(C)C)c(C)c1 returned DDE Tn7 FP inh -1, KLK7 zymogen act 0.0, PRMT1 inh -1, SIAE primary -2, MBD2 inh -2, TCR-CD3 inh 7, UHRF1 binding 0, LEDGF integ inh -2, TDP2 absorb 7 and Tn6 DDE FP 4.
Screening O=C1CCC(c2ccc3c(c2)CCC3)=NN1 returned DDE Tn7 FP inh 2, KLK7 zymogen act 0.0, PRMT1 inh 6, SIAE primary -3, MBD2 inh 0, TCR-CD3 inh 0, UHRF1 binding 0, LEDGF integ inh -6, TDP2 absorb 8 and Tn6 DDE FP 1.
Screening O=C(C1CCCO1)N(c1cccc(Cl)c1)C1C=CS(=O)(=O)C1 (stereo not given) returned DDE Tn7 FP inh -3, KLK7 zymogen act -0.1, PRMT1 inh -2, SIAE primary 6, MBD2 inh 1, TCR-CD3 inh -1, UHRF1 binding 2, LEDGF integ inh 2, TDP2 absorb 8 and Tn6 DDE FP 5.
Screening CCOC(=O)c1c(C)nc2sc3c(=O)n(-c4ccc(C(C)=O)cc4)nnc3c2c1-c1ccc(Cl)cc1 returned DDE Tn7 FP inh -3, KLK7 zymogen act -0.2, PRMT1 inh -2, SIAE primary -10, MBD2 inh 2, TCR-CD3 inh -2, UHRF1 binding 3, LEDGF integ inh 2, TDP2 absorb 3 and Tn6 DDE FP 4.
Screening CCCCN(Cc1ccccc1)S(=O)(=O)c1ccc2[nH]c(=O)oc2c1 returned DDE Tn7 FP inh -2, KLK7 zymogen act 0.3, PRMT1 inh -5, SIAE primary -10, MBD2 inh -4, TCR-CD3 inh 5, UHRF1 binding 0, LEDGF integ inh 2, TDP2 absorb 2 and Tn6 DDE FP 0.
`CCNc1ccc(C(=O)NN=C2CCCC2)cc1[N+](=O)[O-]` gave DDE Tn7 FP inh 0, KLK7 zymogen act -0.3, PRMT1 inh -7, SIAE primary 1, MBD2 inh -5, TCR-CD3 inh 4, UHRF1 binding -13, LEDGF integ inh 8, TDP2 absorb -5 and Tn6 DDE FP -3.
For COc1ccccc1NC(=O)C1CC(=O)N(c2ccc(F)cc2)C1 (stereo not given) the results were DDE Tn7 FP inh -4, KLK7 zymogen act 0.1, PRMT1 inh 0, SIAE primary 1, MBD2 inh 8, TCR-CD3 inh 3, UHRF1 binding 1, LEDGF integ inh 0, TDP2 absorb -5 and Tn6 DDE FP -7.
For COc1ccc(C(=O)OCC(=O)NC(=O)NC(C)C)cc1OC the results were DDE Tn7 FP inh -2, KLK7 zymogen act 0.2, PRMT1 inh 0, SIAE primary -5, MBD2 inh -4, TCR-CD3 inh 4, UHRF1 binding 1, LEDGF integ inh -1, TDP2 absorb 21 and Tn6 DDE FP -6.
O=C(c1ccc(-c2ccccc2)cc1)N1CCN(c2ccccn2)CC1 was read as DDE Tn7 FP inh 0, KLK7 zymogen act -0.4, PRMT1 inh -1, SIAE primary -2, MBD2 inh 0, TCR-CD3 inh -1, UHRF1 binding 1, LEDGF integ inh -1, TDP2 absorb -9 and Tn6 DDE FP -3.
For Cc1[nH]n(-c2cccc([N+](=O)[O-])c2)c(=O)c1-c1ccccc1 the results were DDE Tn7 FP inh 11, KLK7 zymogen act -0.1, PRMT1 inh -4, SIAE primary 0, MBD2 inh 2, TCR-CD3 inh 2, UHRF1 binding -4, LEDGF integ inh 4, TDP2 absorb 7 and Tn6 DDE FP 1.
For C=CCn1c(SCc2ccc([N+](=O)[O-])cc2)nnc1C(C)NC(=O)c1ccccc1 (stereo not given) the results were DDE Tn7 FP inh -6, KLK7 zymogen act -0.6, PRMT1 inh 1, SIAE primary 2, MBD2 inh 2, TCR-CD3 inh 9, UHRF1 binding 1, LEDGF integ inh 1, TDP2 absorb 5 and Tn6 DDE FP 5.
For Cc1ccc(NC(=S)NC2CCSc3ccccc32)cc1C (stereo not given) the results were DDE Tn7 FP inh -1, KLK7 zymogen act -0.4, PRMT1 inh -5, SIAE primary 2, MBD2 inh -5, TCR-CD3 inh 0, UHRF1 binding -5, LEDGF integ inh 4, TDP2 absorb -6 and Tn6 DDE FP 1.
O=C(O)CCCCCN1C(=O)C(O)=C(C(=O)/C=C/c2ccccc2)C1c1ccc2c(c1)OCO2 (stereo not given) was read as DDE Tn7 FP inh -3, KLK7 zymogen act -0.2, PRMT1 inh 4, SIAE primary -2, MBD2 inh 2, TCR-CD3 inh 0, UHRF1 binding -2, LEDGF integ inh -8, TDP2 absorb -12 and Tn6 DDE FP 5.
For O=C(COC(=O)[C@H](Cc1ccccc1)NC(=O)c1cccs1)NC1CC1 the results were DDE Tn7 FP inh -5, KLK7 zymogen act -0.9, PRMT1 inh 0, SIAE primary 1, MBD2 inh 1, TCR-CD3 inh 0, UHRF1 binding -1, LEDGF integ inh 4, TDP2 absorb -2 and Tn6 DDE FP -2.
Screening COC(=O)[C@]12C[C@H](CC(=O)NCc3ccccc3)C(=O)N(CCc3ccc(OC)c(OC)c3)C1=C[C@H](COCc1ccccc1)O[C@@H]2C returned DDE Tn7 FP inh 8, KLK7 zymogen act 1.2, PRMT1 inh -2, SIAE primary 9, MBD2 inh -1, UHRF1 binding -2, LEDGF integ inh -3, TDP2 absorb 7 and Tn6 DDE FP 5.
Screening COc1ccc(OC)c(CNC(=O)Cc2c(C(=O)O)[nH]c3ccc(Cl)cc23)c1 returned DDE Tn7 FP inh 10, KLK7 zymogen act -0.6, PRMT1 inh 3, SIAE primary -6, MBD2 inh 3, TCR-CD3 inh -1, UHRF1 binding 0, LEDGF integ inh 0, TDP2 absorb 0 and Tn6 DDE FP -2.
`O=C(CN1C(=O)c2ccccc2C1=O)Nc1ccccc1` gave DDE Tn7 FP inh -6, KLK7 zymogen act 0.5, PRMT1 inh -5, SIAE primary 2, MBD2 inh -3, TCR-CD3 inh 1, UHRF1 binding -1, LEDGF integ inh 4, TDP2 absorb 5 and Tn6 DDE FP -5.
For O=C(/C=C/c1ccco1)NCC(=O)N/N=C/c1ccc(Cl)cc1 the results were DDE Tn7 FP inh 1, KLK7 zymogen act 0.0, PRMT1 inh -1, SIAE primary -1, MBD2 inh 3, TCR-CD3 inh 5, UHRF1 binding -7, LEDGF integ inh 6, TDP2 absorb -9 and Tn6 DDE FP -7.
For O=C1Nc2ccccc2-n2nnnc2C1N1CCN(C(=O)C2CCCO2)CC1 (stereo not given) the results were DDE Tn7 FP inh 2, KLK7 zymogen act -0.1, PRMT1 inh -4, SIAE primary -1, MBD2 inh -4, TCR-CD3 inh 8, UHRF1 binding -1, LEDGF integ inh 2, TDP2 absorb 9 and Tn6 DDE FP 11.
